HTR5A ag: HTR5A agonists in luminescence cell assay, primary screen, counter-screen for OPRM1-OPRD1 heterodimer agonist project, full-deck HTS; 5-hydroxytryptamine receptor 5A (Homo sapiens), P47898; cell-based; activation, % at 9.3 µM; 340,000 compounds, 0.61% hits; AID 504692, 2011; in the data active = activation mostly above about 9.5%, no sharp cut-off; inactive = mostly below about 7.6%;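 note: 0% = cells with vehicle only and 100% = reference agonist; strong numbers were not always called active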
DAGLB inhibitor: DAGLB lipase inhibitors, primary screen, biochemical, fluorescence, HTS; 340,000 compounds, 0.059% hits; HEK293T DAGLB membrane lysate, EnzChek fluorogenic substrate; inhibition, % at 5.17 µM; Diacylglycerol lipase-beta (Homo sapiens), Q8NCG7; AID 504411, 2011; in the data active = inhibition above about 34%;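 note: 0% = enzyme with vehicle and 100% = wells lacking enzyme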
OPRM1-OPRD1 inv: inverse agonists of MOR-DOR heterodimerization, primary screen, cell-based, luminescence | 340,000 compounds, 0.21% hits | Mu-type opioid receptor (Homo sapiens) + Delta-type opioid receptor (Homo sapiens), … | cell-based MOR-DOR heterodimer luminescence, inverse agonism | AID 504357, 2011 | inhibition, % at 9.3 µM; in the data active = inhibition above about 22%, passing the limit was not always enough;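 note: 0% = cells with DMSO and 100% = wells without cells with DMSO; values of inactives mirror those of a sister screen read the other way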
Arrestin-AP2 inh: inhibitors of beta-arrestin/AP2 binding, primary screen, biochemical, GPCR trafficking, flow cytometry | 340,000 compounds, 0.31% hits | FITC-arrestin peptide / GST-AP2 beads; AP2 beta2 appendage carries R879A mutation | inhibition, % at 10 µM | beta-arrestin 1 C-terminal peptide binding to AP2 beta2-adaptin appendage (human);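 active = inhibition above a set limit, near 3 SD of compounds lacking own fluorescence, cut at about 54% in these data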;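 note: plate controls were DMSO wells for no effect and 5 µM unlabelled arrestin peptide for full effect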
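System: GST-AP2 R879A glutathione beads | Also added: FITC-arrestin peptide, 50 nM | Times: 12 min plus 1 h, RT | Signal: Bead flow cytometry, FITC channel | Buffer or medium: PBS with 0.05% Tween 20 and 0.1% BSA | Read-out basis: Percent drop in bead-associated FITC signal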
V-ATPase pHluor: regulators of yeast V-ATPase proton pumping, primary screen, pHLuorin cytosolic pH fluorescence | 350,000 compounds, 0.37% hits | S. cerevisiae | response, % at 10 µM; in the data active = response mostly above about 7.3%, no sharp cut-off; inactive = mostly below about 5.4%; note: actives read high; inactives centre near 0; some compounds called inactive have numbers as strong as hits; reference of the scale not given here
PKA-R1A act: activators of PKA-R1A holoenzyme, primary screen, biochemical, fluorescence polarization, Cy5-IP20, bovine R1A, mouse PKAc | PKA-R1A dissociation; scaled: DMSO 0%, 113 µM cGMP 100% | activation, % at 11.4 µM | 340,000 compounds, 0.083% hits | AID 504707, 2011;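 active = percent activation above the mean of all tested compounds plus 3 SD, cut at about 19% in these data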;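 note: higher means more PKAc released from R1A so a rise in polarization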
DSG3 Ab inh: inhibitors of pemphigus antibody binding to DSG3, primary screen, biochemical, bead-based, flow cytometry, scFv-GFP; Desmoglein-3 (Homo sapiens), P32926; DSG3-coupled beads, scFv-anti-DSG3-GFP binding; stronger effect = lower value; binding (percent of control), % at 10 µM; 310,000 compounds, 0.48% hits; AID 588358, 2011;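 active = binding more than 3 SD below its plate's average and above zero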; note: some compounds called inactive have numbers as strong as hits
Target sequence (P32926 whole entry, looked up): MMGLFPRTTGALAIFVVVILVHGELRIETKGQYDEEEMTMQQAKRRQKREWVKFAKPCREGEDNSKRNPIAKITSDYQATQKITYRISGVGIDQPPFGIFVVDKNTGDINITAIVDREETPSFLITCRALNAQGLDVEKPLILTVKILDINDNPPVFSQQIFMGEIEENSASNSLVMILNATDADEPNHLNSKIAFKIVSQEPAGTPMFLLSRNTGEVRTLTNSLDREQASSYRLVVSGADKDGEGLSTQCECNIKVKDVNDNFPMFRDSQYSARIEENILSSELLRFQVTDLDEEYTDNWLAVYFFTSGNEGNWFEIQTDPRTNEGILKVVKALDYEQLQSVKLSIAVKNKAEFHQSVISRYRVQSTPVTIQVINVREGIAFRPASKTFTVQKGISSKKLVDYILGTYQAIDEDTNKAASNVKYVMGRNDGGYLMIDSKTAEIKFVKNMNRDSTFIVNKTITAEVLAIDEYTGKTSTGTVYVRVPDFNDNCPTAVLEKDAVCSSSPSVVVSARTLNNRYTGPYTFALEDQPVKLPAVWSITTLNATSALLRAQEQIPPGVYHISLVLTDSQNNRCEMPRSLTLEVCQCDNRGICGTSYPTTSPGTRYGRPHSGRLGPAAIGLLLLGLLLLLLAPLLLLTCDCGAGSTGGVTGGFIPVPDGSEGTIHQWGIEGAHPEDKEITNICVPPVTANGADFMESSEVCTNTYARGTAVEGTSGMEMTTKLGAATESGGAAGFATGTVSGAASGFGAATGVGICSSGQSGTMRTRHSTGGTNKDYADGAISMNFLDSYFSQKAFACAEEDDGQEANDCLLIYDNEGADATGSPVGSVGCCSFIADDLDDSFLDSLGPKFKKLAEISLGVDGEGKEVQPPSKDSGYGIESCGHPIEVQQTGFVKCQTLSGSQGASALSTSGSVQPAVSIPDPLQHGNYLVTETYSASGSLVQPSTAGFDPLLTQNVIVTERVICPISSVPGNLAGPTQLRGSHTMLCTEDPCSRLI
HTR5A inv ctr: HTR5A inverse agonists in luminescence cell assay, primary screen, counter-screen for OPRM1-OPRD1 heterodimer inverse agonist project, full-deck HTS. 5-hydroxytryptamine receptor 5A (Homo sapiens), P47898. HTR5A cell line, inverse agonism. inhibition, % at 9.3 µM. 340,000 compounds, 0.083% hits. AID 504634, 2011; in the data active = inhibition mostly above about 23%, no sharp cut-off; inactive = mostly below about 18%;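 note: 0% = cells with DMSO and 100% = no-cell wells with DMSO; some compounds called inactive have numbers as strong as hits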
MOR-DOR ag: agonists of OPRM1-OPRD1 heterodimerization, primary screen, cell-based, luminescence | cells | activation, % at 9.3 µM | 340,000 compounds, 0.3% hits | Mu-type opioid receptor (Homo sapiens) + Delta-type opioid receptor (Homo sapiens), … | AID 504326, 2011; in the data active = activation above about 18%;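 note: 0% = vehicle-treated cells and 100% = reference agonist; values of inactives mirror those of a sister screen read the other way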
PKA-R2B activ: activators of PKA-R2B holoenzyme, primary screen, biochemical, fluorescence polarization, Cy5-IP20, human; 340,000 compounds, 0.079% hits; PKA-R2B holoenzyme dissociation; R2B truncated from residue 108, S112A mutant; 0% DMSO only, 100% 113 µM cGMP; activation, % at 11.4 µM; AID 504700, 2011;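 active = activation above a cutoff set at the mean over all compounds plus 3 SD, cut at about 18% in these data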;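 note: higher means more holoenzyme dissociation and a rise in polarization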
Starred values were filed as active, the others as inactive; . = no result given; & = joins results of further samples.

No. | SMILES | MOR-DOR ag | V-ATPase pHluor | HTR5A inv ctr | DSG3 Ab inh | Arrestin-AP2 inh | OPRM1-OPRD1 inv | PKA-R2B activ | DAGLB inhibitor | HTR5A ag | PKA-R1A act
1 | CN(CCc1cnn(C)c1)Cc1nc(Cc2ccccc2)no1 | -0.6 | -3 | -1 | 102 | 0 | 3 | -7 | 0 | 0 | -2
2 | OCC1(CCOc2ccccc2)CCN(CCCn2cccn2)CC1 | -1.7 | -2 | -6 | 104 | 9 | 8 | 3 | 0 | 2 | -8
3 | O=C(Oc1cccc2c(O)cccc12)c1ccccc1 | 13 | 7 | 12 | 105 | 6 | -65 | -8 | 0 | -5 | -2
4 | CCN(CC(=O)Nc1c(F)cccc1F)C(=O)C1CCN(c2ncnc3sc(C)c(C)c23)CC1 | -1.4 | -1 | 11 | 99 | -8 | 9 | 1 | 1 | -4 | -4
5 | O=C(NC1CCCCC1)N1CCc2ccccc2C1 | -1.1 | -1 | 11 | 101 | 9 | 5 | -12 | 0 | -4 | 1
6 | Cn1c(COc2ccccc2)nnc1SCc1cc(=O)[nH]c2ccccc12 | -0.8 | -1 | 4 | 95 | 23 | 4 | 1 | 1 | 3 | -7
7 | Cc1ccc(SCC2(O)CCN(C(=O)c3ccc(Cl)cc3)CC2)cc1 | -0.3 | 4 | -3 | . | -1 | 1 | 10 | -4 | 1 | 9
8 | C=CCNc1nc(C(=O)OCC(=O)c2ccccc2)cs1 | -0.2 | 0 | -13 | 103 | -15 | 1 | -4 | -4 | 3 | 18
9 | Cc1nc2ccc(S(=O)(=O)NC(C(=O)NCc3cccs3)C(C)C)cc2s1 (configuration not stated) | -1.9 | 1 | -12 | 108 | -6 | 10 | -10 | -2 | 4 | 5
10 | NNC(=O)COc1ccccc1F | -0.9 | -2 | -30 | 102 | -9 | 5 | -2 | -2 | 8 | 5
11 | O=C(NCc1ccccc1)Nc1cccn(Cc2ccccc2Cl)c1=O | 2.6 | 4 | -9 | 99 | -7 | -13 | 3 | 0 | 3 | 4
12 | O=C(Cn1c(SCC(=O)N2CCCc3ccccc32)nc2ccccc21)N1CCCC1 | . | -1 | . | 98 | -10 | . | 3 | 0 | . | -20
13 | C=CCNC(=S)Nc1nc2c(cc1C(=O)OCC)COC(C)(C)C2 | -0.8 | 1 | 11 | 101 | 28 | 4 | 4 | 3 | -4 | 5
14 | CCN(Cc1ccccc1)S(=O)(=O)c1ccc(OC)cc1 | 1.0 | 0 | -3 | 116 | -22 | -5 | -4 | -9 | 1 | -7
15 | CC(=O)c1c(C)nc(Nc2nc(C)c3cc(C)ccc3n2)nc1C | -1.6 | 1 | -36 | 101 | 12 | 8 | 1 | -1 | 1 | 3

Single records, from the list above:
Cn1c(COc2ccccc2)nnc1SCc1cc(=O)[nH]c2ccccc12 across the screens: MOR-DOR ag = -0.8; V-ATPase pHluor = -1; HTR5A inv ctr = 4; DSG3 Ab inh = 95; Arrestin-AP2 inh = 23; OPRM1-OPRD1 inv = 4; PKA-R2B activ = 1; DAGLB inhibitor = 1; HTR5A ag = 3; PKA-R1A act = -7
C=CCNC(=S)Nc1nc2c(cc1C(=O)OCC)COC(C)(C)C2 across the screens: MOR-DOR ag = -0.8; V-ATPase pHluor = 1; HTR5A inv ctr = 11; DSG3 Ab inh = 101; Arrestin-AP2 inh = 28; OPRM1-OPRD1 inv = 4; PKA-R2B activ = 4; DAGLB inhibitor = 3; HTR5A ag = -4; PKA-R1A act = 5

The listing continues.
No. | SMILES | MOR-DOR ag | V-ATPase pHluor | HTR5A inv ctr | DSG3 Ab inh | Arrestin-AP2 inh | OPRM1-OPRD1 inv | PKA-R2B activ | DAGLB inhibitor | HTR5A ag | PKA-R1A act
16 | CN(c1ccc(OCC(=O)OCC(=O)Nc2ccccc2)cc1)S(=O)(=O)c1ccc(F)cc1 | 1.8 | 2 | -12 | 105 | 10 | -11 | -4 | -4 | 4 | 4
17 | COc1ccc(C(=O)Nc2nc(-c3ccccn3)cs2)cc1S(=O)(=O)N1CCOCC1 | -0.6 | -1 | -36 | 89 | 3 | 2 | -2 | -5 | 15 | -3
18 | CCCS(=O)(=O)c1c(S(=O)(=O)CCC)c2cnccn2c1C(=O)c1ccc(OC)cc1 | -4.1 | -7 | 16 | 110 | 17 | 21 | -11 | -1 | 2 | 5
19 | CCC(C)N(C(=O)COC(=O)c1nc2nc(C)cc(C)n2n1)C1CCS(=O)(=O)C1 (configuration not stated) | 2.2 | -3 | -21 | 99 | 7 | -14 | 2 | -1 | 7 | -1
20 | N#Cc1ccc(OCC(O)CN2CCN(C(c3ccccc3)c3ccccc3)CC2)cc1 (configuration not stated) | 1.8 | 2 | 4 | . | 28 | -13 | -11 | -1 | 5 | -1
21 | O=C(Nc1cc2c(cc1Cl)OCCCO2)c1ccco1 | -3.4 | -2 | -7 | 83 | -5 | 17 | -9 | -2 | -2 | -4
22 | COc1cc(SC)ccc1C(=O)Nc1ccccc1C#N | -2.2 | -3 | -5 | 89 | 29 | 11 | 1 | -5 | 3 | -4
23 | O=c1oc2ccccc2c(=O)c2ccccc12 | -2.6 | 1 | 1 | 112 | -4 | 14 | 4 | 1 | 0 | 3
24 | CCOC(=O)c1c(/N=C/c2cccc(C)c2O)sc2c1CCN(C)C2 | -2.0 | -1 | -12 | 98 | . | 13 | 4 | 1 | -1 | 0
25 | O=C1NC(=Nc2ccccc2)S/C1=C/c1cccs1 | -2.1 | 0 | -2 | 90 | 9 | 13 | 3 | 2 | -5 | -8
26 | O=C(NCCc1nc2ccccc2[nH]1)c1ccc(F)cc1 | 1.2 | -1 | 26 | 98 | -2 | -7 | -9 | 1 | 1 | -1
27 | Cc1ccccc1CCN(CC(=O)NCc1ccc(F)cc1)C(=O)c1csnn1 | -0.7 | -2 | -6 | . | -1 | 5 | -7 | -2 | 5 | 14
28 | Cc1ccc(C(=O)NCCn2cc(SCC(=O)N3CCOCC3)c3ccccc32)cc1 | -1.4 | -3 | 13 | 111 | 2 | 8 | -11 | -2 | 5 | -9
29 | O=c1cccc(-c2ccc(Br)cc2)o1 | -1.9 | -2 | 11 | 106 | -6 | 11 | 9 | -2 | -4 | -2
30 | O=C(NCc1ccccc1)Oc1cccc(Cl)c1 | -1.2 | -1 | 0 | 101 | 1 | 6 | 1 | 0 | 0 | 8
31 | COc1ccc(N(C(=O)Cn2nnc(-c3ccc(Cl)cc3)n2)C(C(=O)NCC2CCCO2)c2ccc(C)cc2)cc1 (configuration not stated) | -0.5 | -2 | -7 | 98 | -5 | 2 | -6 | 0 | 3 | -19
32 | CC(=O)N1CCCc2ccc(NS(=O)(=O)c3ccccc3)cc21 | -1.6 | -4 | 7 | 105 | 1 | 8 | 13 | 1 | 8 | -18
33 | C[C@@H]1CN([C@H](C)CO)C(=O)c2c(c3ccccc3n2C)-c2ccccc2CO[C@H]1CN(C)C(=O)CCC(F)(F)F | . | 1 | . | 102 | . | . | -1 | 1 | . | 4
34 | CS(=O)(=O)N1N=C(c2cccs2)CC1c1ccco1 (configuration not stated) | -0.8 | 9 | -6 | 116 | -4 | 4 | -11 | 0 | 2 | -6
35 | CCN1CCN(Cc2ccc(NC(=O)c3cc(NC(=O)C(=O)c4c[nH]c5ccccc45)cc(OC)c3)cc2C(F)(F)F)CC1 | 3.8 | 2&3 | 7 | 128&119 | -3 | -21 | -6&1 | 1&-1 | -3 | -23&-5
36 | CCCCC1S/C(=N/N=C/c2cccs2)NC1=O (configuration not stated) | -0.4 | 1 | 7 | 100 | 7 | 2 | -18 | 2 | -2 | -3
37 | Cc1ccc(C2NCCS2)cc1 (configuration not stated) | -0.7 | -2 | 11 | 113 | -1 | 3 | -1 | 0 | 3 | -4
38 | Cc1ccnc(NS(=O)(=O)c2cc(-c3cc(C)no3)ccc2C(C)C)c1 | -1.5 | 0 | 12 | . | -5 | 8 | -11 | -2 | 8 | -6
39 | CC(=O)NC(=S)Nc1cccc2c(C)cc(C)nc12 | 5.9 | -2 | -4 | 107 | 7 | -40 | -14 | -2 | 0 | -10
40 | Fc1ccc(-n2c(CN3CCCCC3)n[nH]c2=S)cc1 | 3.7 | 14* | -13 | . | -15 | -17 | -1 | 1 | -3 | 0
41 | O=C(C1CC(=O)N(c2ccccc2)C1)N1CCN(C2=NS(=O)(=O)c3ccccc32)CC1 (configuration not stated) | -0.2 | 0 | -2 | 96 | 6 | 1 | 2 | 1 | -2 | 7
42 | CS(=O)(=O)N1CCCC(C(=O)NCCCN2CCc3ccccc3C2)C1 (configuration not stated) | 1.8 | -2 | -13 | 105 | -1 | -11 | 3 | 3 | 6 | -6
43 | COc1ccc(-c2cc(=O)oc3cc(OC(C)C(=O)NCc4ccccn4)ccc23)cc1 (configuration not stated) | -1.4 | -4 | -1 | 102 | 31 | 7 | -6 | -1 | 0 | -11
44 | OCCN1CCN(CC(O)COc2ccc(C34CC5CC(CC(C5)C3)C4)cc2)CC1 (configuration not stated) | 3.9 | 6 | 9 | 116 | 15 | -19 | -11 | 6 | 5 | 0
45 | O=S(=O)(c1ccc(Cl)cc1)c1nc(-c2ccco2)oc1N1CCOCC1 | -2.3 | 3 | 5 | 100 | -18 | 12 | 2 | -1 | -2 | -9
46 | COc1ccc2c(c1OC)C(C1c3c(cc4c(c3OC)OCO4)CCN1C)OC2=O (configuration not stated) | -2.5 | -2 | -2 | 110 | 27 | 13 | -10 | 2 | 0 | -18
47 | CCOC(=O)c1c(NC(=S)NNS(=O)(=O)c2ccc(Br)cc2)sc2c1CCCCC2 | -0.5 | -3 | -6 | . | 1 | 3 | 1 | 1 | 2 | -8

Ordered by SMILES length (descending): some entries from above
No. | SMILES | MOR-DOR ag | V-ATPase pHluor | HTR5A inv ctr | DSG3 Ab inh | Arrestin-AP2 inh | OPRM1-OPRD1 inv | PKA-R2B activ | DAGLB inhibitor | HTR5A ag | PKA-R1A act
42 | CS(=O)(=O)N1CCCC(C(=O)NCCCN2CCc3ccccc3C2)C1 (configuration not stated) | 1.8 | -2 | -13 | 105 | -1 | -11 | 3 | 3 | 6 | -6
13 | C=CCNC(=S)Nc1nc2c(cc1C(=O)OCC)COC(C)(C)C2 | -0.8 | 1 | 11 | 101 | 28 | 4 | 4 | 3 | -4 | 5
22 | COc1cc(SC)ccc1C(=O)Nc1ccccc1C#N | -2.2 | -3 | -5 | 89 | 29 | 11 | 1 | -5 | 3 | -4

From PubChem BioAssay
